# pPAFAH FP inh = pPAFAH enzyme inhibitors, primary screen, biochemical, fluorescence polarization, human. recombinant pPAFAH, FP-rhodamine probe fluorescence polarization. inhibition, % at 3.39 µM. Platelet-activating factor acetylhydrolase (Homo sapiens), Q13093. hit rate 1.5% among 330,000;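 active = inhibition above the mean inhibition across the screen plus 3 SD, cut at about 25% in these data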;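 also: inhibitors block binding of the rhodamine activity-based probe so polarization drops; 0% = enzyme with DMSO and 100% = wells lacking pPAFAH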
# Fam108B inh = mouse Fam108B serine hydrolase inhibitors, primary screen, counter-screen for RBBP9 inhibitor project, biochemical, fluorescence polarization; recombinant Fam108B, FP-Rh probe fluorescence polarization; inhibition, % at 9.51 µM; hit rate 0.33% among 300,000; AID 1947, 2009;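 active = inhibition above the screen mean inhibition plus 3 SD, computed separately per campaign, cut at about 18% in these data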;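 also: inhibitors lower polarization as less probe binds the enzyme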
# PME-1 primary = PME-1 inhibitors via competitive probe labeling, primary screen, biochemical, fluorescence polarization, FP-Rh probe, HTS; Protein phosphatase methylesterase 1 (Homo sapiens), Q9Y570; recombinant PME-1; inhibition, % at 5.9 µM; hit rate 0.53% among 320,000; AID 2130, 2009;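 active = inhibition above the campaign mean of all compounds plus 3 SD, cut at about 26% in these data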;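 also: competitive labeling of PME-1 active site by serine hydrolase directed probe; 0% = PME-1 with DMSO and 100% = wells lacking PME-1 enzyme; inhibitors block probe labeling so polarization falls and inhibition rises; many of its hits are not listed in these tables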
# AHR act = AHR activators, primary screen, cell-based, luminescence, luciferase reporter, human | Aryl hydrocarbon receptor (Homo sapiens), P35869 | AHR-responsive luciferase reporter cells | hit rate 2.5% among 320,000 | activation, % at 5 µM; in the data active = activation above about 47%;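 also: 0% = vehicle wells and 100% = reference agonist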
# Target sequence (P35869 whole entry, looked up): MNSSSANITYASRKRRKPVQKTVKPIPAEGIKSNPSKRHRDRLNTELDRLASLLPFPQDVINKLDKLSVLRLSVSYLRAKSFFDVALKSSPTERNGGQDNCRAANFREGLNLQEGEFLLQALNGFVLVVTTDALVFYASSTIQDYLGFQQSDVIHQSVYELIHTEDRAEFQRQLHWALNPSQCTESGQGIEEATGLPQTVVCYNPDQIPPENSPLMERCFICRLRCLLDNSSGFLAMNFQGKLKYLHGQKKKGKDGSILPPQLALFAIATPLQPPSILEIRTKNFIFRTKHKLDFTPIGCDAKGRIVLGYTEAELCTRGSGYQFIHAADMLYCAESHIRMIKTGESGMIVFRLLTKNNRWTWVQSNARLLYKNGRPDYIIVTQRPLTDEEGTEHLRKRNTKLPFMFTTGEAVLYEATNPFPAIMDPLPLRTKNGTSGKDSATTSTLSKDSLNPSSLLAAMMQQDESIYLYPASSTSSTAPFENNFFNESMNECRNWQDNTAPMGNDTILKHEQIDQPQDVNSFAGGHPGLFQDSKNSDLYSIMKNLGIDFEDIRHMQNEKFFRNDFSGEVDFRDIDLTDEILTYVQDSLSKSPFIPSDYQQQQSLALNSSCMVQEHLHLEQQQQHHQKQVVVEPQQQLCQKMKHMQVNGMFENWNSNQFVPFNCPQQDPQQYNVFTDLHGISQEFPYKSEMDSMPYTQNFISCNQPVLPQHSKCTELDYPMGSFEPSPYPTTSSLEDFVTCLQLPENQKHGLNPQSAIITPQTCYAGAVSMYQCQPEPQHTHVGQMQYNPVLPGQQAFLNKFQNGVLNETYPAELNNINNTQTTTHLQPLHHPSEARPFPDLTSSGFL
# MEX-5 binding = MEX-5 zinc finger RNA-binding disruptors – biochemical, C. elegans, fluorescence polarization, MLPCN library, primary screen; Zinc finger protein mex-5 (Caenorhabditis elegans), Q9XUB2; MEX-5/FITC-TCR2 RNA binding; hits give low values; hit rate 0.38% among 300,000; activity score (negative = inhibition of binding), % at 10 µM;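 active = inhibition past about -25% in most replicates, and total fluorescence under double the plate's negative control median, limit read from the data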;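 also: 0% = DMSO and -100% = 5 µM competing unlabeled TCR2 RNA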
# BCLXL inh = inhibitors of human Bcl-xL, primary screen, biochemical, fluorescence polarization, HTS; Bcl-2-like protein 1 (Homo sapiens), Q07817; GST-Bcl-xL / FITC-Bim BH3 peptide fluorescence polarization; inhibition, % at 10.9 µM; hit rate 0.7% among 320,000;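 active = inhibition above the mean of all tested compounds plus 3 SD, cutoff set per campaign, cut at about 30% in these data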;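 also: 0% = DMSO wells and 100% = unlabeled Bim-BH3 peptide competitor; inhibitors lower millipolarization by displacing the labeled peptide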
# PAFAH1B2 FP inh = PAFAH1B2 enzyme inhibitors, primary screen, biochemical, fluorescence polarization, human; Platelet-activating factor acetylhydrolase IB subunit alpha2 (Homo sapiens), P68402; recombinant PAFAH1B2, FP-rhodamine activity probe; inhibition, % at 3.39 µM; hit rate 1.2% among 340,000; AID 492953, 2010;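 active = inhibition above the mean of all tested compounds plus 3 SD, cut at about 24% in these data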;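 also: 0% = enzyme with DMSO and 100% = wells lacking PAFAH1B2; many of its hits are not listed in these tables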
# Target sequence (P68402 whole entry, looked up): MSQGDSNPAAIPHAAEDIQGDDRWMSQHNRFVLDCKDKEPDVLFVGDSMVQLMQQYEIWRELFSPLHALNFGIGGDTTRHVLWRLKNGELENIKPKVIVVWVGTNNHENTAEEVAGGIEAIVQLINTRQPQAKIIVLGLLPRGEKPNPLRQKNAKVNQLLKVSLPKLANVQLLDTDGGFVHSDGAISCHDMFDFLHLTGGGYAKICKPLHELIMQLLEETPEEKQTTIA
# GLD-1 TGE inh = GLD-1/TGE RNA complex disruptors, primary screen, biochemical, fluorescence polarization. purified GLD-1 + fluorescein TGE RNA. inhibition, % at 5.96 µM. hit rate 0.44% among 320,000. AID 2280, 2010;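 active = percent inhibition above a per-plate cutoff, the plate mean of test compounds plus 3 SD, cut at about 30% in these data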;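 also: 0% = DMSO wells with GLD-1 and probe and 100% = wells lacking GLD-1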
# MCL1 BIM primary = inhibitors of MCL1 binding to BIM-BH3, primary screen, biochemical, fluorescence polarization; inhibition, % at 10.9 µM; hit rate 0.68% among 320,000; Induced myeloid leukemia cell differentiation protein Mcl-1 (Homo sapiens), Q07820; GST-MCL1 / FITC-Bim-BH3 fluorescence polarization;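 active = inhibition above the mean inhibition of all tested compounds plus 3 SD, set per campaign, cut at about 40% in these data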;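 also: 0% = DMSO wells and 100% = unlabeled Bim-BH3 peptide control; higher means more loss of mP so more displacement of Bim peptide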
# * hit, by the source's call; nt = not tested or not shown. Not all compounds are listed (hit frequency here may not be typical).
1	Cc1nnc(N(C)C(=O)c2ccncc2)s1
2	Cc1[nH]c2ccccc2c1C(=O)CNc1nccs1
3	COc1ccc(CN2C(=O)c3ccccc3C2=O)cc1C(=O)Nc1ccc(C)cc1C
4	COc1ccccc1OCc1nnc(SCC(=O)NCc2ccco2)n1Cc1ccco1
5	COc1ccc(CC(NC(C)=O)C(=O)NC2CCN(c3c4c(nc5ncnn35)CCC4)CC2)cc1 (configuration not stated)
6	CCSc1nnc(NC(=O)CCN2C(=O)C3CCCCC3C2=O)s1 (configuration not stated)

Assay by compound	1	2	3	4	5	6
pPAFAH FP inh	3	6	2	8	-2	-2
Fam108B inh	-3	1	2	-3	-2	nt
PME-1 primary	0	-2	0	2	-9	2
AHR act	3	83*	-3	1	0	4
MEX-5 binding	-1.8	-2.3	2.1	-1.1	1.5	nt
BCLXL inh	1	-10	2	9	7	0
PAFAH1B2 FP inh	5	3	2	-1	1	-1
GLD-1 TGE inh	-1	5	1	2	-5	1
MCL1 BIM primary	-6	-9	3	46*	8	2

7	CCN(CC)C(=O)Cn1cc(S(=O)(=O)CC(=O)Nc2ccc(C(N)=O)cc2)c2ccccc21
8	O=C(NC(Cc1c[nH]c2ccccc12)C(=O)N1CCOCC1)c1cccs1 (configuration not stated)
9	N#Cc1ccc(-c2ccc(F)cc2)nc1Sc1ccc(F)cc1
10	S=C(NC1CCCCC1)N1CCN(Cc2ccccc2)CC1
11	COC(=O)COc1cccc2c(=O)n(CC(=O)NCCc3ccccc3)ccc12
12	CCCC(=O)Nc1nc(C)c(-c2csc(Nc3ccccc3C)n2)s1

Assay by compound	7	8	9	10	11	12
pPAFAH FP inh	1	1	-5	6	-3	10
Fam108B inh	-2	-6	0	6	5	1
PME-1 primary	2	5	-9	4	12	-7
AHR act	-4	21	7	0	1	15
MEX-5 binding	1.1	0.6	-2.9	1.5	nt	0.1
BCLXL inh	6	7	1	3	-2	6
PAFAH1B2 FP inh	1	4	5	4	6	-6
GLD-1 TGE inh	9	2	-2	3	-1	-1
MCL1 BIM primary	6	1	3	11	-1	5

13	O=C(Nc1ccc(N2CCCC2)cc1)c1ccc(Br)o1
14	COC(=O)c1ccc(OCC(O)CN(CCO)CC(O)Cn2ccc3ccccc32)cc1 (configuration not stated)
15	NC(=O)CC(NC(=O)c1ccccc1)c1ccc(N2CCC(N3CCCC3)CC2)c([N+](=O)[O-])c1 (configuration not stated)
16	Cn1cc(S(=O)(=O)N2CCCC2)cc1C(=O)Nc1cccc(C(F)(F)F)c1
17	Cc1occc1-c1nnc(-c2cc([N+](=O)[O-])cc([N+](=O)[O-])c2)o1
18	O=C(Nc1nc2ccc(Cl)cc2s1)c1ccc(N2CCCCC2)c([N+](=O)[O-])c1

Assay by compound	13	14	15	16	17	18
pPAFAH FP inh	7	2	-2	1	6	-1
Fam108B inh	9	1	-2	-2	6	4
PME-1 primary	-3	9	0	-1	-3	-3
AHR act	5	4	-1	4	-1	-1
MEX-5 binding	2.1	0.4	-1.1	3.5	0.3	-0.8
BCLXL inh	7	4	3	-4	4	4
PAFAH1B2 FP inh	0	-3	4	0	nt	-5
GLD-1 TGE inh	-3	7	3	-7	6	1
MCL1 BIM primary	6	16	10	-5	9	10

19	CC(=O)C1=C(C)NC(=S)NC1c1cccc([N+](=O)[O-])c1 (configuration not stated)
20	COc1ccc(S(=O)(=O)N2CCNCC2)cc1
21	CC(NC(=O)OCc1ccccc1)C(=O)OCN1C(=O)c2ccccc2C1=O (configuration not stated)
22	O=S(=O)(N/N=C\c1cn(-c2ccccc2)nc1-c1ccccc1)c1ccccc1
23	Cc1cc(CC(=O)O)c2oc(-c3ccoc3)cc(=O)c2c1
24	O=C(COc1cccc(Br)c1)N/N=C1\CCCc2ccccc21

Assay by compound	19	20	21	22	23	24
pPAFAH FP inh	-10	-1	15	9	14	0
Fam108B inh	-6	-1	0	1	7	3
PME-1 primary	-6	-3	-3	-4	-3	0
AHR act	3	1	4	3	0	14
MEX-5 binding	-0.8	-5.1	0.2	-1.2	-11	1.2
BCLXL inh	0	7	5	0	38*	9
PAFAH1B2 FP inh	1	0	4	7	nt	4
GLD-1 TGE inh	-5	4	8	2	7	2
MCL1 BIM primary	0	4	10	-2	47*	0

25	O=C(O)CN1C(=O)SC(Nc2ccccc2C(=O)O)C1=O (configuration not stated)
26	N#Cc1c(SCC(N)=O)nc2c(c1-c1ccc(O)cc1)CCCC2
27	CSC1=N/C(=C\c2cccnc2)C(=O)N1c1ccccc1
28	Cc1ccc(C2CC2/C(=N/O)c2ccc(F)cc2)cc1 (configuration not stated)
29	Cc1ccc(OC(C)C(=O)N(C)c2ccccc2)c([N+](=O)[O-])n1 (configuration not stated)
30	COc1ccc(-c2[nH]ncc2/C=C(\C#N)C(=O)NC2CC2)cc1

Assay by compound	25	26	27	28	29	30
pPAFAH FP inh	-7	8	-1	9	1	-1
Fam108B inh	-3	-1	2	-2	nt	6
PME-1 primary	-1	0	-3	0	2	3
AHR act	4	-1	-2	1	0	29
MEX-5 binding	-4.9	0.7	-2.5	0.8	nt	1.8
BCLXL inh	-2	4	0	5	1	8
PAFAH1B2 FP inh	2	-3	3	4	-1	2
GLD-1 TGE inh	-1	1	8	2	0	3
MCL1 BIM primary	5	3	-23	5	2	0

31	COc1ccc(Cn2nnnc2C(c2cccs2)N2CCSCC2)cc1 (configuration not stated)
32	Cc1ccc(CNc2cnccn2)s1
33	O=C(OCc1ccccc1F)c1cc([N+](=O)[O-])ccc1N1CCOCC1
34	COc1ccc(CN2CCN(C(=O)CC(C)C)CC2)c2ccccc12
35	Cc1ccccc1C1c2[nH]c3ccccc3c2C[C@H]2C(=O)N(C3CC3)CC(=O)N12 (some centres not stated)
36	CCOC(=O)c1[nH]c(C)c(/C=N/O)c1C

Assay by compound	31	32	33	34	35	36
pPAFAH FP inh	3	6	5	4	7	9
Fam108B inh	3	-22	3	1	2	0
PME-1 primary	1	-4	3	2	4	0
AHR act	3	4	1	8	10	16
MEX-5 binding	2.5	1.7	-3.8	0.6	0.9	-2.8
BCLXL inh	1	5	-3	10	7	-2
PAFAH1B2 FP inh	6	2	6	-3	3	2
GLD-1 TGE inh	1	2	-1	1	5	5
MCL1 BIM primary	4	9	2	14	10	4

# Entries of single compounds from above:
# `NC(=O)CC(NC(=O)c1ccccc1)c1ccc(N2CCC(N3CCCC3)CC2)c([N+](=O)[O-])c1` (configuration not stated) in the list: pPAFAH FP inh: -2; Fam108B inh: -2; PME-1 primary: 0; AHR act: -1; MEX-5 binding: -1.1; BCLXL inh: 3; PAFAH1B2 FP inh: 4; GLD-1 TGE inh: 3; MCL1 BIM primary: 10
# `COc1ccc(CN2CCN(C(=O)CC(C)C)CC2)c2ccccc12` in the list: pPAFAH FP inh: 4; Fam108B inh: 1; PME-1 primary: 2; AHR act: 8; MEX-5 binding: 0.6; BCLXL inh: 10; PAFAH1B2 FP inh: -3; GLD-1 TGE inh: 1; MCL1 BIM primary: 14

# Next section
37	COCCCn1c(=O)c2sccc2n2c(CCCC(=O)NCC3CCCO3)nnc12 (configuration not stated)
38	CCOC(=O)c1nnn(CC(=O)NC(=O)Nc2cccc(CC)c2)c1C(=O)OCC
39	C#CCOC(=O)c1cc(Cl)c(=O)n(Cc2ccc(Cl)cc2Cl)c1
40	CCOc1ccccc1C1NC(=O)NC(C)=C1C(=O)OCc1ccco1 (configuration not stated)
41	Cc1ccc(S(=O)(=O)CCC(=O)Nc2nc(-c3cccnc3)cs2)cc1
42	CCc1ccc(N2CC(C(=O)Nc3ccc(S(=O)(=O)N4CCOCC4)cc3)CC2=O)cc1 (configuration not stated)

Assay by compound	37	38	39	40	41	42
pPAFAH FP inh	4	3	0	7	6	0
Fam108B inh	0	-1	-1	4	-6	0
PME-1 primary	-2	10	-4	2	-17	-1
AHR act	-1	-1	4	-1	27	-1
MEX-5 binding	-2.1	-1.0	-2.5	3.2	-3.9	-2.4
BCLXL inh	2	4	5	7	-2	-5
PAFAH1B2 FP inh	-1	2	7	-1	-3	2
GLD-1 TGE inh	1	2	2	4	-3	2
MCL1 BIM primary	-2	11	7	2	-6	-10

43	CN1C(=O)N(C)C(NC(=O)Nc2ccccc2)C1NC(=O)Nc1ccccc1 (configuration not stated)
44	CCC(C)NC(=O)C(NS(=O)(=O)c1cccc2nsnc12)c1ccccc1 (configuration not stated)
45	CC(C)OC(=O)/C(C#N)=C/c1ccc(-c2ccc(SC(F)F)cc2)o1
46	CCn1nc(C)c(NC(=O)/C=C/c2ccc(OC)c(COc3ccc(Br)cc3)c2)c1C
47	CCN(CC(=O)Nc1ccccc1OC)C(=O)c1ccccc1Sc1ccccc1C#N
48	Cc1c(C(=O)Nc2ccncc2)oc2ccccc12

Assay by compound	43	44	45	46	47	48
pPAFAH FP inh	-4	-3	6	7	-1	2
Fam108B inh	-6	3	2	-7	nt	-3
PME-1 primary	-7	-1	5	-11	-1	2
AHR act	5	-1	5	-10	12	25
MEX-5 binding	-2.6	0.3	-4.6	-2.5	nt	-0.8
BCLXL inh	0	0	5	0	2	6
PAFAH1B2 FP inh	3	8	6	0	3	3
GLD-1 TGE inh	4	-7	3	-6	-6	2
MCL1 BIM primary	6	1	9	-5	0	6

49	CN(CC(=O)Nc1ccccc1C(F)(F)F)C(=O)c1cc([N+](=O)[O-])ccc1N1CCOCC1
50	Brc1c(CSc2nncn2-c2ccccc2)nc2sccn12
51	CCCC(=O)Nc1ccc(C(=O)NNC(=S)NC(=O)c2cccs2)cc1
52	Cc1cccc(NC(=S)NC2CCCC2)c1
53	C=CCn1c(SCC(=O)N2CC(=O)Nc3ccccc32)nc2scc(-c3ccccc3)c2c1=O
54	CC(=O)NS(=O)(=O)c1ccc(NC(=O)c2cccc3ccccc23)cc1

Assay by compound	49	50	51	52	53	54
pPAFAH FP inh	0	-1	6	-3	8	0
Fam108B inh	3	1	-1	7	-8	0
PME-1 primary	4	5	-3	6	-7	5
AHR act	2	5	25	3	2	16
MEX-5 binding	-1.2	-1.6	-3.7	1.7	5.4	-1.0
BCLXL inh	-8	-7	5	6	4	1
PAFAH1B2 FP inh	-6	-2	-2	0	-5	3
GLD-1 TGE inh	-1	-5	1	4	-3	1
MCL1 BIM primary	-24	-5	10	8	-4	0

55	COc1cc(/C=N/N2CCOCC2)ccc1OCc1ccccc1
56	CC(C)[C@H](NC(=O)c1ccccc1)C(=O)OCC(=O)NCCc1ccc(F)cc1
57	Cc1c(C(=O)Nc2ccccc2)sc2nc[nH]c(=O)c12
58	O=C(CSc1nc2ccccc2n1CC(=O)N1CCOCC1)N1CCCC1

Assay by compound	55	56	57	58
pPAFAH FP inh	-3	11	4	3
Fam108B inh	-1	-2	5	0
PME-1 primary	-3	2	-2	-2
AHR act	-3	-1	46	1
MEX-5 binding	1.4	-1.2	0.2	-0.6
BCLXL inh	6	4	18	6
PAFAH1B2 FP inh	1	-1	0	0
GLD-1 TGE inh	6	-2	1	10
MCL1 BIM primary	-4	-4	10	6

# Screening results deposited in PubChem BioAssay by several laboratories.
